Screens deposited in PubChem BioAssay by National Center for Advancing Translational Sciences (NCATS).
KB-V1 MDR tox = KB-V1 MDR subline cytotoxicity | AID 1347076 | Potency, µM (doses to about 46.1 µM), inactives show at the top dose activity change, negative = cytotoxicity, hits mostly cytotoxic | hit rate 3.4% among 400,000 | KB-V1 MDR cells viability, CellTiter-Glo, 72 h; also: potency is read from the fitted curve at half-maximal effect; % is scaled to controls: 0 for no effect and ±100 for the full control effect; nearly all actives have a fitted effect of over 60% in size
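In this primary screen, KB-V1 cells overexpressing P-gp are incubated with library compounds (lowest to highest concentration) for 72 h at 37 degrees C before a luminescent ATP viability read.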
ATXN2 expr inh = inhibitors of ATXN2 expression. HEK-293 ATXN2-luciferase reporter, luminescence, 24 h. Potency, µM (titrated, usually from 57 µM), without a hit: top-dose activity change, negative = inhibition, most hits filed as inhibitors. hit rate 0.72% among 360,000; also: potency is read from the fitted curve at half-maximal effect; % is scaled to controls: 0 for no effect and ±100 for the full control effect; nearly all actives have a fitted effect of over 55% in size
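qHTS (up to 57 uM final) was run with 24 h compound exposure of reporter cells at 37 °C. Each well was multiplexed: SteadyGlo luminescence measured ATXN2-luciferase expression after a fluorogenic Gly-Phe-AFC viability readout (25 uM final).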
MCF10A rereplic = induces DNA re-replication in MCF 10a normal breast cells. MCF 10A DNA re-replication, Hoechst nuclear intensity, 48 h. Potency, µM (titrated, usually from 46.1 µM), inactives show top-dose activity, positive = re-replication, most hits filed as activators. hit rate 2.9% among 350,000; also: potency is read from the fitted curve at half-maximal effect; % of control where 0% means no effect; nearly all actives have a fitted effect of over 50% in size
ATXN viability = reduces viability in counter-screen for ATXN expression inhibitors; S2 cells (HEK-293 line with an ATXN2-luciferase reporter) viability, CellTiter-Fluor protease fluorescence, 24 h; Potency, µM (highest dose often 56.7 µM), usual class: cytotoxic; hit rate 0.49% among 400,000; also: potency is read from the fitted curve at half-maximal effect; nearly all actives have a fitted effect of over 40% in size
IL1B secr inh = inflammasome signaling inhibition, IL-1 beta readout. THP-1 LPS/ATP IL-1B secretion, AlphaLISA, 16 h; active compounds read low. activity change, % at 57.5 µM. hit rate 4.7% among 360,000. AID 743279; in the data active = activity change below about -50%; inconclusive = mostly about -30% to -49%; also: % is scaled to controls: 0 for no effect and ±100 for the full control effect
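THP-1 cells pretreated 1 hr with compounds (up to 57.5 uM final), then stimulated with LPS (250 ng/mL final) plus ATP (1.25 mM final); secreted IL-1B measured by AlphaLISA after 16 hr, decreased signal indicating inhibition.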
KB-3-1 tox = KB-3-1 parental cell cytotoxicity. AID 1347075. Potency, µM (doses to about 46.1 µM), for inactives: at the top dose activity change, negative = cytotoxic, usual class: cytotoxic. hit rate 1.4% among 400,000. KB-3-1 viability, CellTiter-Glo ATP luminescence, 72 h; also: potency is read from the fitted curve at half-maximal effect; % is scaled to controls: 0 for no effect and ±100 for the full control effect; nearly all actives have a fitted effect of over 60% in size
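Multi-concentration cytotoxicity screen in KB-3-1 cells grown in DMEM lacking phenol red with 10% FBS. After 72 h at 37 °C with compound, ATP-dependent luminescence was recorded.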
HT1080-NT tox = kills 2HG-producing HT-1080-NT fibrosarcoma cells | AID 686970 | Potency, µM (series often up to 46.1 µM), for inactives: top-dose activity, negative = less viability, most hits filed as cytotoxic | HT-1080-NT fibrosarcoma viability, CellTiter-Glo ATP luminescence, 48 h | hit rate 1.6% among 360,000;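 also: NT is the 2HG producing partner of a matched IDH1 knockdown line; potency is read from the fitted curve at half-maximal effect; 0% = DMSO-treated cells and -100% = media-only wells without cells; nearly all actives have a fitted effect of over 55% in size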
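Fibrosarcoma NT cells, 750 per well in 5% FBS RPMI, were exposed to compound for 48 hours. Viability: CellTiter-Glo luminescence.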
HT1080 IDH1KD tx = toxicity to HT-1080 IDH1 knockdown cells (counter line). Potency, µM (highest dose often 46.1 µM), for the others: at the highest dose activity, negative = toxicity, usual class: cytotoxic. HT-1080 IDH1 knockdown viability, ATP luminescence, 48 h. hit rate 2% among 360,000. AID 686971;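 also: potency is read from the fitted curve at half-maximal effect; 0% = DMSO wells and -100% = cell-free medium wells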
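HT-1080-IDH1KD cells (IDH1 knocked down), 750/well in RPMI with 5% FBS, treated with compound 48 h at 37 degrees C. Viability by CellTiter-Glo luminescence, normalised to DMSO and no-cell wells; concentration-response curves classed.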
SW480 rereplic = DNA re-replication induction in SW480 cells | SW480 DNA re-replication, Hoechst DNA content imaging, 48 h | hit rate 1.8% among 340,000 | Potency, µM (titrated, usually from 46.1 µM), without a hit: top-dose re-replication activation, usual class: activators; also: potency is read from the fitted curve at half-maximal effect; % of control where 0% means no effect; nearly all actives have a fitted effect of over 55% in size
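Compounds, transferred as 23 nL by pin tool, were incubated with cells for 48 hr; DNA content per nucleus was then quantified by Hoechst staining and fluorescence plate imaging.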
Active calls of the source: *; i = inactive; ? = inconclusive; nt = no result given; [ ] = dose if it differs, or a comment. Unless noted, calls follow the shape of the dose curve; as a rule, active = well fitted curve in the direction sought with a large enough effect; inconclusive = small, poorly fitted or top-dose-only effect, or another doubt; inactive = no such curve, though single readings can be large; an effect the other way counts as inactive or inconclusive.

SMILES	KB-V1 MDR tox	ATXN2 expr inh	MCF10A rereplic	ATXN viability	IL1B secr inh	KB-3-1 tox	HT1080-NT tox	HT1080 IDH1KD tx	SW480 rereplic
CCOC(=O)c1sc(N(Cc2ccccc2)C(=O)COC(=O)c2ccc(O)cc2)nc1C	-23%	?	9.2µM*	i	?	-3%	-19%	-21%	?
Oc1ccc(/C=N/N2CCOCC2)c(O)c1O	-2%	-18%	-16%	i	-19	-1%	13%	13%	-2%
COc1ccc(C2=NCCc3cc(OC)c(OC)cc32)cc1	-27%	-1%	-56%[inhibitor]	i	-2	-3%	4%	-13%	-72%[inhibitor]
CC(/C=C/c1ccccc1)=N\NC(=O)Cn1cncn1	-1%	7%	7%	i	-6	1%	1%	0%	-4%
O=C(Nc1cccc(-c2ccc(N3CCCCC3)nn2)c1)c1ccc(Br)o1	?	15%	?	i	21	2%	-12%	-13%	-4%
CC(=O)OCC1OC(n2c(S)c(C#N)c(-c3ccccc3)c(C#N)c2=O)C(OC(C)=O)C(OC(C)=O)C1OC(C)=O (stereo not given)	-25%	8%	2%	i	-15	-3%	-21%	?	-3%
CCNc1ccc(Br)cc(C(=O)/C=C/c2ccc(Cl)cc2)c1=O	18µM*	22µM*	13µM*	nt	-100*	16µM*	?	?	?
Cc1ccc(C(=O)COC(=O)C(CC(C)C)NC(=O)C2CCC(C)CC2)cc1 (stereo not given)	0%	-5%	nt	i	nt	-5%	nt	nt	nt
CCCCc1cc(=O)oc2cc(OC(C)C(=O)NCc3ccccn3)c(Cl)cc12 (stereo not given)	-11%	-17%	0%	i	-7	?	0%	10%	-5%
O=C(CCS(=O)(=O)Cc1ccccc1)Nc1nnc(C(F)(F)F)s1	10%	9%	?	i	23	?	?	?	-6%
CCOC(=O)N1CCN(C(=O)CCNS(=O)(=O)c2ccc3c(c2)c(=O)n(C)c(=O)n3C)CC1	0%	2%[11.3 µM]	-1%	i	-10	6%	4%	4%	-2%
COc1ccc(-c2noc(Cn3c(=O)c4ccccc4n(CC(=O)Nc4cccc(C(F)(F)F)c4)c3=O)n2)cc1	?	-16%	nt	?	nt	?	nt	nt	nt
CCCCCCN1C[C@@H](O)[C@H](n2cc(C3CC3)nn2)C[C@@H]1c1ccccc1	14%	?	nt	?	-12	1%	-10%	-3%	nt
CCn1c(SCC(=O)Nc2cccc(NC(C)=O)c2)nnc1C(C)C	6%	7%	3%	i	-3	0%	11%	11%	-1%[9.22 µM]
CCc1c(C)c2ccc(OC3CCCCC3=O)cc2oc1=O (stereo not given)	1%	24%	19%	i	-11	1%	0%	5%	-10%
CCCCOc1ccc(/C=N/NC(=O)c2csc(C)c2C)cc1	-7%	-15%	24%	i	-10	-6%	-12%	-23%	13%
CCOC(=O)CSc1nc(C)c(C(C)=O)cc1C(N)=O	-29%	-30%[11.3 µM]	0%	i	-57*	17%	14%	-1%	-1%
CC1Cc2ccccc2N1C(=O)CN1CCc2ccccc2C1 (stereo not given)	-1%	0%	?	i	-10	0%	1%	-7%	10%[9.22 µM]
Cc1cc(-c2ccccc2)n[nH]1	16%	-21%	0.65µM*	i	4	2%	9%	4%	-18%
CCOC(=O)C1=C(C)N(C)C(=S)N(C)C1c1ccc(OC)cc1 (stereo not given)	0%	nt	3%	i	61	11%	14%	4%	0%
CCc1nnc(NC(=O)c2ccc(COc3ccc(C)cc3)o2)s1	15%	4%	-1%	i	0	11%	4%	0%	-3%
CC12CCC(C(=O)Nc3ncc([N+](=O)[O-])s3)(OC1=O)C2(C)C (stereo not given)	12%	-3%	1%	i	26	-22%	-11%	-9%	0%
CC1CCN(S(=O)(=O)c2ccc(C(=O)Nc3ncccc3O)cc2)CC1	?	-2%	-39%	i	i	-21%	0%	-2%	4%
Cc1ccc(S(=O)(=O)NC(=O)C2(C)CCN2C(=O)C2CCCCC2)nc1 (stereo not given)	3%	10%	nt	i	0	0%	29%	8%	nt
Cc1oc(-c2cccc(Cl)c2)nc1CS(=O)(=O)CC(=O)NC1CCCC1	-18%	-10%	0%	i	18	0%	0%	-9%	?
Clc1ncnc2[nH]ccc12	2%	-3%	8%	i	-14	1%	0%	0%	16%
Cc1csc(NC(=O)CSc2nsc(SCC(=O)Nc3nc(C)cs3)c2C#N)n1	-2%	29%	?	i	-9	0%	-26%	?	21%
CCOc1ccc(-c2cc(C(=O)OC)[nH]n2)cc1	-2%	33%	-9%	i	6	30%	0%	-1%	4%
O=C(NCCCOc1cccc(CN2CCCCC2)c1)c1ccc(Cl)c(Cl)c1	0%	-21%	?	i	?	0%	21µM*	23µM*	29µM*
CCNc1ccc(S(=O)(=O)N2CCCCC2)cn1	8%	nt	-3%	?	-13	-6%	-3%	5%	-6%
OCC1(CCOc2ccccc2)CCN(Cc2cn[nH]c2-c2ccccc2)CC1	?	-14%	3%	i	-2	0%	-3%	-8%	-14%
COC(=O)c1c(-c2ccccc2)csc1NC(=O)C1CC=CCC1C(=O)O (stereo not given)	24%	17%[11.3 µM]	-3%	i	38	5%	-7%	13%	-1%
Cc1ccc(NC(=O)CSc2nnc(-c3ccccn3)n2C)cc1	-2%	-10%	-1%	i	0	3%	22%	9%	-1%
CCOCCCNC(=O)c1ccc(CS(=O)(=O)Cc2cccc(C)c2)o1	?	0%	2%	i	1	6%	1%	6%[9.24 µM]	2%
CCOC(=O)c1cc2c(C)n(-c3ccc(N(C)C)cc3)c(C)c2cc(C(=O)OCC)c1=O	?	13%	?	i	5	10%	-3%	4%	-4%
CCC(C)NC(=O)c1cn(CC)c2ccc(S(=O)(=O)N3CCc4ccccc4C3)cc2c1=O (stereo not given)	0%	?	nt	?	nt	-1%	nt	nt	nt
COc1cc(CNC(C)c2ccccc2)cc(Cl)c1OCC(=O)Nc1ccccc1 (stereo not given)	-2%	nt	9%	?	0	-1%	?	-26%	1%
COCCCNC(=O)c1ccc(C2SCC(=O)N2Cc2ccco2)cc1 (stereo not given)	-12%	nt	-7%	i	0	-11%	-1%	-9%	7%
O=C(Cc1ccc(Cl)cc1)Nc1ccc2oc(-c3ccccc3)nc2c1	13%	11%	nt	i	nt	?	nt	nt	nt
COc1ccc(NS(=O)(=O)c2ccc3c(c2)NC(=O)CCS3)c(OC)c1	-23%	-10%	nt	i	nt	-26%	nt	nt	nt
O=C1CNC(=O)/C1=C/c1ccccc1	-6%	-6%	-3%	i	10	0%	18%	27%	14%
O=S(=O)(Nc1cccc(CO)c1)c1cccs1	25%	-7%	-2%	i	29	0.21µM*	-5%	1%	26%
COc1ccc(S(=O)(=O)N2CCCOC2CNC(=O)C(=O)NCCc2ccco2)cc1OC (stereo not given)	-3%	-3%	2%	i	-5	1%	10%	7%	-5%
CN1/C(=C\C(=O)COC(=O)CN2C(=O)C3CC=CCC3C2=O)C(C)(C)c2ccccc21 (stereo not given)	-17%	-9%	?	i	59	-2%	-17%	-21%	0%
Cc1ccc(N(CC(=O)NC(C)C)C(=O)CCC(=O)Nc2ccccn2)c(C)c1	?	nt	nt	i	?	-3%	1%	5%	nt
O=C(Cc1cccc(C(F)(F)F)c1)NCc1cccnc1	0%	10%	8%	i	0	8%	0%	0%	-2%
CC(C(=O)OCC(=O)NC1CCCCC1)N1C(=O)c2ccccc2C1=O (stereo not given)	17%	nt	8%	i	7	-5%	10%	6%	?
COc1ccc(C(=O)NCc2ccccn2)cc1[N+](=O)[O-]	-13%	-13%	-4%	i	7	2%	14%	10%	-1%
CCOC(=O)N1C(=O)C2(CCCCC2)N(c2ccccc2Cl)C1=S	-10%	-23%	?	i	-2	-13%	?	?	0%
COc1ccc(CCNC(=O)CN2c3cccc4cccc(c34)S2(=O)=O)cc1	8%	8%	0%	i	?	3%	16%	9%	-12%
Oc1ccccc1-c1nc(NCC2CCCO2)c2ccccc2n1 (stereo not given)	?	?	?	i	?	?	?	?	-1%
C=CCn1cc(C(=O)NCCCOCC)c(=O)c2cc(S(=O)(=O)N(CC)CC)ccc21	2.9µM*	2%	4%	i	-1	0%	-4%	1%	11%
C[C@@]12C(=O)Nc3cc(F)ccc3C(=O)N1[C@H]1c3cc(Br)ccc3OC[C@@H]1[C@@H]2c1ccccc1	?	-27%	7.3µM*	i	-28	?	?	?	?
Cn1c(SCc2nnc3n2CCCCC3)nc2ccccc21	3%	6%	-3%	i	21	-11%	0%	2%	-2%
O=C(CSc1nncs1)Nc1ccc2[nH]c(=O)[nH]c2c1	-1%	-6%	3%	i	14	0%	8%	-1%	-59%[inhibitor]
Nc1n[nH]c(CCCO)n1	?	8%	-7%	i	15	-5%	7%	21%	-5%
Cc1cc2[nH]c(=O)c(=O)[nH]c2cc1S(=O)(=O)NCc1ccccc1	4%	nt	-3%	i	2	1%	-1%	0%	-29%
CCCS(=O)(=O)NC(=O)C1(C)CCN(C(=O)c2ccc(SC(F)(F)F)cc2)C1 (stereo not given)	3%	-6%	nt	i	11	0%	23%	2%	nt

A second format for 3 compounds above:
| SMILES | KB-V1 MDR tox | ATXN2 expr inh | MCF10A rereplic | ATXN viability | IL1B secr inh | KB-3-1 tox | HT1080-NT tox | HT1080 IDH1KD tx | SW480 rereplic |
| --- | --- | --- | --- | --- | --- | --- | --- | --- | --- |
| Oc1ccccc1-c1nc(NCC2CCCO2)c2ccccc2n1 (stereo not given) | ? | ? | ? | i | ? | ? | ? | ? | -1% |
| C=CCn1cc(C(=O)NCCCOCC)c(=O)c2cc(S(=O)(=O)N(CC)CC)ccc21 | 2.9µM* | 2% | 4% | i | -1 | 0% | -4% | 1% | 11% |
| C[C@@]12C(=O)Nc3cc(F)ccc3C(=O)N1[C@H]1c3cc(Br)ccc3OC[C@@H]1[C@@H]2c1ccccc1 | ? | -27% | 7.3µM* | i | -28 | ? | ? | ? | ? |
